TNF necrop inh: TNF-alpha cell death inhibition in Jurkat FADD-/- cells | Jurkat FADD-/- TNF necroptosis rescue, ATP luminescence, 24 h; 0 = TNF only, 100 = no-TNF cells | activation (protection from cell death), % at 10 µM | hit rate 0.068% among 220,000 | AID 463075;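 active means activation, meaning protection from cell death, of at least 50% relative to plate controls; inactive means activation below 50%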;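 further: necroptosis triggered by 40 ng/mL TNF-alpha added together with compound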
zfTRPN1 agonist: activates the zebrafish TRPN1 channel | activation, % at 3 µM | hit rate 0.18% among 220,000 | HEK293 zebrafish TRPN1-YFP, Fluo-8 calcium fluorescence; 100% = response to 87 µM carbachol;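 active means activation above its plate's cutoff, the mean activation of test wells on that plate plus 3 SD, cut at about 19% in these data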;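 further: 0% = DMSO alone and 100% = 87 µM carbachol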
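Material: zebrafish TRPN1-YFP in HEK293 cells. Doses: one dose of 3 µM, 0.3% DMSO. Incubation: dye 1 h 37 °C plus 30 min RT. Measured by: intracellular calcium fluorescence with Fluo-8.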
PPC-1+TRAIL kill: compounds killing PPC-1 cancer cells with TRAIL present (potentiator screen, no TRAIL-free arm); PPC-1 cells + TRAIL, ATPLite viability luminescence; cell killing (% activity), % at 4 µM; hit rate 0.41% among 220,000; AID 1443;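 active means cell killing above 50% in the first pass at 4 µM, then a duplicate retest at 5 µM averaging 50% or more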;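 further: plate controls were cells with TRAIL plus DMSO for no effect and medium-only wells lacking cells for full effect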
Ba/F3 V617F tox: loss of viability in JAK2V617F-driven Ba/F3 cells; inhibition, % at 5.6 µM; hit rate 1.1% among 220,000; Ba/F3 EpoR-JAK2V617F viability, ATP luminescence;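 active means inhibition above the campaign mean plus 3 SD over all tested compounds, cut at about 24% in these data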;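 further: cytokine-independent growth of Ba/F3 cells driven by EpoR plus mutant JAK2; 0% = DMSO-treated cells and 100% = JAK inhibitor I control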
BaF3 parental: parental Ba/F3 viability inhibition as JAK2V617F counter-screen | CellTiter-Glo ATP luminescence | inhibition, % at 5.6 µM | hit rate 1.1% among 220,000 | AID 1486;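 active means inhibition above a per-campaign cutoff, the mean inhibition of all tested compounds plus 3 SD, cut at about 27% in these data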;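 further: 0% = DMSO wells and 100% = JAK Inhibitor I control wells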
Wee1 stabilizer: inhibitors of human Wee1 degradation | hit rate 1.2% among 220,000 | HeLa Luc-Wee1K328M stability, luciferase luminescence; 100% = proteasome inhibitor MG132 effect | P30291 | reporter increase, % at 5 µM;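 active means activation above the mean of all tested compounds plus 3 SD, set per screening run, cut at about 8.8% in these data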;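 further: cells exposed to compound for 20 h before luminescence read; 0% = DMSO alone and 100% = MG132 at 30 µM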
CHOP inh: CHOP inhibition in unfolded protein response. CHO-K1 CHOP-promoter luciferase, tunicamycin-induced, 15-18 h. hit rate 3.8% among 220,000. inhibition, % at 10 µM;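 active means compounds that reduced the stress-induced luciferase reporter signal by more than about 70% of percent inhibition, limit read from the data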;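 further: 0% = tunicamycin plus vehicle and 100% = wells without tunicamycin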
TRPML3 ag: agonists of human TRPML3 channel | Q8TDD5 | HEK293 TRPML3-YFP, Fluo-8 calcium fluorescence; 100% = the carbachol control signal | activation, % at 3 µM | hit rate 0.29% among 220,000;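 active means activation above its plate's cutoff, the mean activation of the plate's test wells plus 3 SD, cut at about 12% in these data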;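 further: 0% = DMSO only wells and 100% = carbachol wells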
Target sequence (Q8TDD5 whole entry, looked up): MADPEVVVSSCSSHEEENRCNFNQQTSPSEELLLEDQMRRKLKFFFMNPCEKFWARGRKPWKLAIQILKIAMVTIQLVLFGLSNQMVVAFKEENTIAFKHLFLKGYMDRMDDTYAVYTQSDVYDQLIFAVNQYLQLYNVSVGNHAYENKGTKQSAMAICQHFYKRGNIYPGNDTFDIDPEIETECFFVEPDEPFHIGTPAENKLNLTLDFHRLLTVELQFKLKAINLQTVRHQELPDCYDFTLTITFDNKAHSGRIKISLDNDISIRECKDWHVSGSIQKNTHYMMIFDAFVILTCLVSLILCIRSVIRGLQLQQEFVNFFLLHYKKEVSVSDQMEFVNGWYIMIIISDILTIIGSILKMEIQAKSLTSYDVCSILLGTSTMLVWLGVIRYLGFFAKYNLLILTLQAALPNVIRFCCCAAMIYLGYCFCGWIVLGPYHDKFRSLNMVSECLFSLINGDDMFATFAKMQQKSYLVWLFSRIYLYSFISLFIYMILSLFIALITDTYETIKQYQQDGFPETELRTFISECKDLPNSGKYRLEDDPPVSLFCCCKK
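Test system – HEK293 line with stable expression of human TRPML3-YFP channel · Control set – carbachol 87 µM final as high control (100%), DMSO as low control (0%) · Signal – Fluo-8 calcium dye fluorescence, ex 470-495, em 515-575 nm · Incubation – 1-h 37 °C dye load, 5-s basal, 120-s post-compound reads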
RBBP9 inhibitor: blocks human serine hydrolase RBBP9 | recombinant RBBP9, FP-Rh probe fluorescence polarization | hit rate 0.2% among 220,000 | inhibition, % at 7.94 µM | O75884 | AID 1515;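 active means inhibition above the campaign mean of all tested compounds plus 3 SD, cut at about 14% in these data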;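 further: plate controls were DMSO wells with RBBP9 for no effect and wells lacking RBBP9 protein for full effect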
Target sequence (O75884 whole entry, looked up): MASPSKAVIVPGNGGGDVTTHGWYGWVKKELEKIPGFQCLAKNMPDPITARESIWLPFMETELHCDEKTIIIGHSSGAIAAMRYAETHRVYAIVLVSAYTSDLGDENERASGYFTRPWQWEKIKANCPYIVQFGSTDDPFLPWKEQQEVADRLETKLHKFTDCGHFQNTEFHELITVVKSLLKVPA
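Test system: recombinant human RBBP9. Quantity: 2.5 µM RBBP9 dispensing solution, before mixing. Detection: FP readout at 525/598 nm. Reagent: Serine-hydrolase probe FP-Rh, 375 nM pre-mixing. Measure: % inhibition. Control set: DMSO-treated enzyme wells and wells lacking RBBP9. Buffer or medium: Tris-NaCl-Pluronic buffer, pH 8.0. Times: preincubation 30 min plus labeling 45 min at 25 °C.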
* marks the source's active call; other numbers are inactive results.

SMILES	TNF necrop inh	zfTRPN1 agonist	PPC-1+TRAIL kill	Ba/F3 V617F tox	BaF3 parental	Wee1 stabilizer	CHOP inh	TRPML3 ag	RBBP9 inhibitor
Cc1n[nH]c(=S)n1/N=C/c1ccc(OCc2ccc(Cl)cc2Cl)cc1	0.8	-1.3	3	-3	2	0	29	0.7	-4
COC(=O)C1=NN[C@H](C(=O)OC)[C@H]1c1ccccc1	1.1	-0.7	12	4	6	-1	11	1.1	-4
COc1cc(NC(=O)c2cc(-c3cccc(O)c3)on2)cc(OC)c1OC	-2.2	1.2	8	-1	3	3	8	-0.1	1
Cc1ncc([N+](=O)[O-])n1CCOC(=O)NC(NCc1ccccc1)C(Cl)(Cl)Cl (configuration not stated)	-1.9	1.7	19	-1	7	3	2	-0.3	-9
O=S(=O)(NCCc1nnc2ccc(SCc3cccnc3)nn12)c1ccccc1	-0.6	0.3	5	6	10	0	-11	0.9	-1
Cn1cc(-c2nnc(-c3ccccc3)o2)c2ccccc21	-0.5	-0.5	47	-3	1	10*	20	0.5	-8
Cc1sc2nc(SCC(=O)NCc3ccco3)n(Cc3ccccc3)c(=O)c2c1C	1.7	-0.8	22	3	2	0	45	-0.8	-8
CC(=O)N1CCc2cc(S(=O)(=O)NC(Cc3ccccc3)C(=O)NC3CCCCCC3)ccc21 (configuration not stated)	-5.0	-2.1	6	-4	2	5	11	-0.4	3
N#CCN1C(=S)N=C(Nc2cccc(Cl)c2)C12CCCCC2	-0.6	1.2	18	-3	0	0	19	0.0	-9
CC1CCCN(C(=O)c2ccc3c(=O)n(Cc4ccc5c(c4)OCO5)c(=S)[nH]c3c2)C1 (configuration not stated)	-0.1	0.8	-7	0	2	3	28	1.1	-10
CC(Oc1ccc(Cl)cc1Cl)C(=O)NC(=S)N1CCc2ccccc21 (configuration not stated)	2.5	1.3	-15	-3	2	-2	8	0.6	-6
CC(=O)OC(C(=O)NC1CCCCC1)c1ccc(Cl)cc1 (configuration not stated)	42	-1.2	26	-1	2	-1	26	0.3	3
O=C(CSc1nnc(-c2cnccn2)n1Cc1ccco1)c1ccc(Cl)cc1	-1.2	-1.3	18	-2	-1	-2	20	-0.2	4
Cc1nc2ccccc2nc1SCC(=O)N1CCC(C)CC1	-0.8	2.3	-13	-1	9	-2	19	1.2	-1
CNC(=O)CSc1nnc(-c2ccccn2)n1Cc1ccco1	2.2	1.2	1	-2	1	3	9	1.1	-1
COc1ccc(CCNC(=O)CSc2nnnn2C)cc1OC	0.2	1.5	21	1	4	0	31	0.1	-3
CCOC(=O)c1sc(=NC(=O)c2ccc(S(=O)(=O)N3CC(C)OC(C)C3)cc2)n(C)c1C (configuration not stated)	-1.7	1.6	9	0	5	0	-11	0.1	-9
N#Cc1c(N)[nH]c(=S)c(C#N)c1-c1ccccc1	-4.0	1.8	-5	-3	3	-2	-52	0.9	-6
CCC(C)NC(=O)N[C@@H](CCSC)C(=O)O (some centres not stated)	-0.2	-0.1	-15	0	0	-2	17	0.6	-10
CCCn1c(CCc2ccccc2)n[nH]c1=S	1.1	-1.5	4	-5	-1	-4	8	0.4	-2
COCCNC(=S)NNc1cccc(C(=O)O)c1	-0.1	0.4	11	6	6	1	-5	0.9	-5
O=C(O)c1ccc2c(c1)-c1nc3ccccc3n1C2=O	1.1	2.8	-4	-1	3	-1	29	0.6	-3
O=C(c1cccs1)N1CCN(Cc2ccccc2[N+](=O)[O-])CC1	0.5	-0.5	16	0	5	-1	5	0.6	-2
COc1ccc(C(=O)/C=C/Nc2c(C)n(C)n(-c3ccccc3)c2=O)cc1OC	-1.9	1.2	7	-2	5	0	66	0.6	-3

The closing 2 entries of the part before lead into the next:
SMILES	TNF necrop inh	zfTRPN1 agonist	PPC-1+TRAIL kill	Ba/F3 V617F tox	BaF3 parental	Wee1 stabilizer	CHOP inh	TRPML3 ag	RBBP9 inhibitor
O=C(c1cccs1)N1CCN(Cc2ccccc2[N+](=O)[O-])CC1	0.5	-0.5	16	0	5	-1	5	0.6	-2
COc1ccc(C(=O)/C=C/Nc2c(C)n(C)n(-c3ccccc3)c2=O)cc1OC	-1.9	1.2	7	-2	5	0	66	0.6	-3
CC(C)Cc1nc(SCc2cccnc2)c2c(=O)n(C)c(=O)n(C)c2n1	-5.4	-2.2	-11	2	9	-3	18	-0.4	1
CC1(C)CC(N=c2cc(-c3ccccc3)oc3ccc(Cl)cc23)CC(C)(C)N1	-15	1.0	27	3	2	-1	-47	-0.2	-11
O=c1[nH]c(CSc2ccccn2)nc2c1oc1ccccc12	-0.6	-0.3	31	2	8	-3	8	0.6	-1
CC1(C(=O)NC2CCCCC2)CCC(=O)N1Cc1ccc2c(c1)OCO2 (configuration not stated)	1.1	0.5	-9	-4	2	2	-3	0.6	-10
CCCCOCCCNC(=O)c1ccc(OCC)cc1	-0.7	-0.6	2	0	7	2	22	-0.2	-2
CCOC(=O)C(O)(CC(=O)Nc1cc(F)ccc1C)C(F)(F)F (configuration not stated)	-1.2	1.4	-7	-3	2	0	11	-0.3	-3
NC(=O)C1CCCN(S(=O)(=O)c2ccccc2)C1 (configuration not stated)	-0.2	1.6	14	-1	0	-2	-6	0.7	1
CCONC(=O)Nc1ccccc1[N+](=O)[O-]	-2.9	-0.6	0	-3	3	-3	-3	-0.5	-4
Cc1ccnn2cc3c(=O)n(C)c(=O)n(C)c3c12	-2.5	0.3	2	-2	5	0	-4	0.6	-2
CN1C(CC(=O)Nc2ccc(Cl)cc2Cl)c2ccccc2CC1(C)C (configuration not stated)	-0.7	-2.8	-4	-2	4	-2	4	0.4	-2
COc1ccc(NC(=O)CC(c2ccc(F)cc2)c2ccc(OC)cc2)cc1 (configuration not stated)	1.3	-1.6	22	-1	-2	2	1	-1.1	-4
c1ccc(-c2nn3cnnc3c3ccccc23)cc1	-3.1	-2.6	10	3	11	3	19	-0.5	-12
Cc1ccc(C)c(N(C(=O)Cn2nnc(-c3cccs3)n2)C(C(=O)NC2CCCC2)c2ccncc2)c1 (configuration not stated)	-5.7	0.1	27	-2	3	-1	61	1.4	-6
COc1cc(C2c3sc(=O)[nH]c3SC3C(=O)N(c4ccc(Br)cc4)C(=O)C32)ccc1O (configuration not stated)	-1.0	2.5	2	1	-1	-1	-9	0.4	-6
O=C1CSC(c2cccc([N+](=O)[O-])c2)N1c1c(F)cccc1F (configuration not stated)	-5.1	-3.8	4	-3	3	6	3	-0.3	2
Cc1nnnn1-c1ccc(CC(=O)O)cc1	0.8	-0.6	11	-1	10	-3	-1	0.2	-5
CC(C)c1cc(NC(=O)c2ccccc2)cc(C(C)C)c1O	-0.8	-3.8	9	-1	3	1	52	-1.7	-11
Cc1ccc2[nH]c3c(NCCN4CCOCC4)ncnc3c2c1	5.2	-0.5	17	-5	0	0	-21	0.6	3
CCc1nc(N2CCOCC2)c(C#N)c2c1COC(C)(C)C2	-0.7	-0.1	-11	-1	6	-1	-14	-0.4	8
C=CCN(CC=C)S(=O)(=O)c1ccc2nc(NC(=O)C3CCCO3)sc2c1 (configuration not stated)	0.4	3.5	6	-3	7	-2	15	1.9	-8
CC1(C)SC(=S)N(NC(=O)Nc2ccccc2)C1N(O)C(=O)Nc1cccc2ccccc12 (configuration not stated)	5.9	-1.5	14	-2	3	0	48	-0.6	-9
CN(C(=O)CSc1nnc(NCc2ccccc2)s1)C1CCS(=O)(=O)C1 (configuration not stated)	-0.2	-1.5	14	-4	6	-1	-16	0.6	-12
Cc1ccc(-c2csc3ncn(CC#N)c(=O)c23)cc1	-1.5	0.1	-2	-5	-1	-3	58	0.1	-6
C/C(=N\NC(=S)NC1CCCCC1)c1cccs1	-1.3	-2.4	6	0	6	-2	-22	-0.8	6
Cc1ccc(-n2c(C)cc(/C=N/Nc3ccc([N+](=O)[O-])cn3)c2C)c(C)c1	-2.4	-0.8	16	7	50*	-1	42	0.8	-1
COc1cccc(-c2onc3ccc(C4(C)OCCO4)cc23)c1	-0.1	-2.0	2	2	9	0	39	-1.9	-12
COc1cc(/C=C/C(=O)N(Cc2ccccc2)c2ccccn2)cc(OC)c1OC	0.1	0.6	19	1	12	1	16	0.7	3
CC(C)Oc1ccc(CNC2CCOC(C)(C)C2)cc1 (configuration not stated)	-3.3	1.8	38	-2	2	5	50	1.5	-6
CN(c1ccccc1C(=O)Nc1ccccc1C(=O)NCc1ccco1)S(C)(=O)=O	-2.2	0.2	-14	-1	4	-1	9	0.3	2
N=C1C(c2nc3ccccc3s2)=C(O)CN1Cc1ccccc1	-5.8	0.5	-11	2	7	-1	-11	0.2	-9
O=C(CSc1ncnc2nc[nH]c12)c1ccccc1	-0.6	0.9	5	8	24	-3	12	0.2	-2
CC(C)N(C(=O)C[n+]1ccsc1N)c1ccccc1	0.7	-0.4	10	0	2	-1	13	1.0	-7
CN1C(=S)SC(N2OC3C(=O)N(c4ccccc4)C(=O)C3C2c2ccc(Cl)cc2)C1(C)C (configuration not stated)	2.7	1.1	11	3	3	1	7	0.2	-8
CC(=O)N1N=C(c2ccccc2)OC1c1ccc([N+](=O)[O-])s1 (configuration not stated)	-5.4	0.0	1	-1	3	3	7	-0.7	-1
Cc1cc(=S)cc(C)n1CCCO	0.9	1.6	-3	-1	3	2	-5	0.4	-4
CN(C)CC(C)(C)CNC(=O)c1cc(=O)c2ccccc2o1	0.3	-1.1	3	1	3	0	30	1.3	-4

Look-ups from the list:
Entry of CN(C)CC(C)(C)CNC(=O)c1cc(=O)c2ccccc2o1 in CHOP inh: 30
Entry of Cc1cc(=S)cc(C)n1CCCO in TRPML3 ag: 0.4

Other compounds follow:
SMILES	TNF necrop inh	zfTRPN1 agonist	PPC-1+TRAIL kill	Ba/F3 V617F tox	BaF3 parental	Wee1 stabilizer	CHOP inh	TRPML3 ag	RBBP9 inhibitor
Cc1nnsc1C(=O)N/N=C/c1ccc2ccccc2c1O	-7.1	3.2	60*	-2	4	-3	75*	1.8	-4
NS(=O)(=O)c1ccc(CCNc2nc(CN3CCCCC3)nc3sc4c(c23)CCC4)cc1	-1.3	1.3	-11	4	8	-1	-29	-0.6	5
O=C(COc1ccc(N2CC(C(=O)O)CC2=O)cc1)Nc1cccc(C(F)(F)F)c1 (configuration not stated)	1.3	-1.0	19	-1	3	1	25	-0.2	-2
CC(=O)c1ccc(NC(=O)C(C)OC(=O)c2ccc3c(c2)nc(C)n3-c2ccccc2)cc1 (configuration not stated)	0.9	0.3	-11	5	11	8.8*	25	-0.1	-14
Cc1cc(=O)n2nc(N3CCCC3C(=O)NCCCN3CC(C)CC(C)C3)sc2n1 (configuration not stated)	1.2	1.4	-1	-2	1	6	-17	1.3	-6
CCOC(=O)CCCCC(=O)c1[nH]c(=O)[nH]c1Cn1ccnc1	-0.6	0.8	1	-3	6	-1	-11	0.6	-3

Source: PubChem
